Source: PubChem BioAssay (Sanford-Burnham Center for Chemical Genomics)
Runt-CBFb FRET: inhibitors of RUNX1 Runt–CBFb binding, primary screen, biochemical, FRET, Cerulean-Runt, Venus-CBFb, uHTS | 0.46% of 220,000 active | Cerulean-Runt/Venus-CBFb FRET ratio 530/480, 1 h | Runt-related transcription factor 1 (Homo sapiens) + Core-binding factor subunit beta … | inhibition, % at 20 µM | AID 1496, 2009;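 active means inhibition over about 50% at 20 µM in the single-dose screen, limit read from the data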;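 further: 0% = DMSO wells and 100% = excess unlabeled CBFb competitor control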
Target sequence (Q01196 whole entry, looked up): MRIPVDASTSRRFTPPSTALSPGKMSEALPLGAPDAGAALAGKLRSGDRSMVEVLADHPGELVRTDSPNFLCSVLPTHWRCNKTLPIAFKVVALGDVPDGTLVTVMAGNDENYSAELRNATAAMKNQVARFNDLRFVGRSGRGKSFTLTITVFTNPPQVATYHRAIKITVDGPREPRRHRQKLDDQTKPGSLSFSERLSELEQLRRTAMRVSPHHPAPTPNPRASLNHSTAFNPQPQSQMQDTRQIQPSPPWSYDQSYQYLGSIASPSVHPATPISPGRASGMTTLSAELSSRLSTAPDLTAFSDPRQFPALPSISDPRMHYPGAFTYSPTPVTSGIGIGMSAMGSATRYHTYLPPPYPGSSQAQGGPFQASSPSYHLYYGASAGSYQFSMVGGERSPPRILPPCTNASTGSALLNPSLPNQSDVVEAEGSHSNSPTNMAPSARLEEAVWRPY
Target sequence (Q13951 whole entry, looked up): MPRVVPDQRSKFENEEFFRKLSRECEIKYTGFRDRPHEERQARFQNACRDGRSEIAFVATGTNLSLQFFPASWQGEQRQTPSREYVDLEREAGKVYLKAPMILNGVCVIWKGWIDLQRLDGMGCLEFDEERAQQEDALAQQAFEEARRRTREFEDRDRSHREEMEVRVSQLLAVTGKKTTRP
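Reagent – Venus-CBFb binding partner, 100 nM · Assay system – Cerulean-tagged RUNX1 Runt domain (FRET donor) fusion protein · Input – 100 nM per protein · Incubation – two 1 h room-temperature incubations shielded from light · Measured by – FRET fluorescence · Medium – Tris buffer pH 7.5 with salts and BSA · Benchmarks – unlabeled CBFb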
* hit, by the source's call. An excerpt (hit frequency here may not be typical).

nr	SMILES	Runt-CBFb FRET
1	COc1cc(NC(=O)c2csc(-c3ccncc3)n2)cc(C(=O)Nc2cccc(C(F)(F)F)c2)c1	-3.4
2	COC(=O)CCC(=O)OC1(C)C(=O)C2=COC(c3ccc(OC)cc3)=CC2=C(Br)C1=O (centres undefined)	38.2
3	CCOC(=O)c1ccc(NC(=O)c2nc[nH]c2C(=O)N2CCC(C)CC2)cc1	-0.7
4	c1cc(-c2nc3cc(Cc4ccc5oc(-c6ccncc6)nc5c4)ccc3o2)ccn1	0.8
5	C/C=C/C=C\C(=O)Nc1cccc(C2=NOC3(C2)C[C@H](C(N)=O)N(C(=O)CC#N)C3)c1 (some centres undefined)	5.3
6	Cc1nc(-c2ccccc2)sc1C1(C)CC(c2c(Cl)cccc2Cl)=NO1 (centres undefined)	0.7
7	CCC1=C2CC[C@H]3C(=O)N(CC)C(=O)[C@H]3[C@H]2[C@@]2(Cc3ccccc3)C(=NCc3ccccc3)OC(=O)N2C1=O	0.2
8	Cc1nc(SCn2nnc3ccccc3c2=O)c2c(C)c(C)sc2n1	-0.4
9	CC1CCc2c(nc3ncnn3c2N2CCN(c3ccccc3F)CC2)C1 (centres undefined)	-2.4
10	Cc1cccc2cc(CN(CC3CCCO3)S(=O)(=O)c3ccccc3)c3nnnn3c12 (centres undefined)	2.6
11	CN1C(=O)c2oc3ccccc3c(=O)c2C1c1ccncc1 (centres undefined)	4.6
12	CCCN1CCC(=O)N([C@H](CSc2ccc(C)cc2)CC(C)C)CC1	-1.7
13	O=c1cc(-c2ccccc2Cl)oc2c(NS(=O)(=O)c3ccccc3OC(F)(F)F)ccc(O)c12	0.1
14	COC(C[C@H](O)[C@@H](C)[C@@H](O)COCc1ccccc1)OC	0.2
15	CC(=O)c1ccc([C@@H]2C[C@]34CN(Cc5cccc(C(F)(F)F)c5)S(=O)(=O)[C@H]3C[C@H]2O4)cc1	-0.9
16	CCCCNc1ccc(C(CC(N)=O)NC(=O)c2ccccc2)cc1[N+](=O)[O-] (centres undefined)	-3.6
17	COc1cc(C2OCC3C(c4cc(OC)c(OC)c(OC)c4)OCC23)cc(OC)c1OC (centres undefined)	3.0
18	CCN(CC)S(=O)(=O)c1ccc(-c2nnc(SCC(=O)N3CCc4ccccc43)o2)cc1	-0.5
19	CCCCCC(=O)N1CC2(CC(c3cccc(NC(=O)[C@@H]4CCC(=O)N4)c3)=NO2)C[C@@H]1C(N)=O (some centres undefined)	1.2
20	CC[C@@H]1CC=C[C@H]2[C@H]1C(=O)N(Cc1ccccc1)[C@H]2c1ccc(C(F)(F)F)cc1	-2.9
21	CCCCC1=CC2=C(c3ccco3)C(=O)C(C)(OC(=O)c3ccc(OC)cc3)C(=O)C2=CN1CCc1ccccn1 (centres undefined)	-7.9
22	CN1C(C(=O)NCc2ccc(OC(F)(F)F)cc2)CC2Cn3c(nc4cc5ccccc5cc43)C21 (centres undefined)	-2.4
23	COC(C[C@H](O)[C@H](C)[C@@H](O)COCc1ccccc1)OC	1.4
24	CN(C)c1ccc(-c2ccncc2)cc1	0.7
25	CCCN1CCC(=O)N([C@H](CSc2ccc(OC)cc2)Cc2ccccc2)CC1	2.6
26	COc1cc(O)c(C(CCN2CCOCC2)c2ccc(N(C)C)cc2)c(OC)c1 (centres undefined)	0.1
27	C[C@@H]1CC=C[C@H]2[C@H]1C(=O)N(Cc1ccccc1)[C@H]2c1ccc(-c2ccc(N(C)C)cc2)cc1F	2.4
28	CC(C)NC(=O)c1c(CSc2ccccc2)noc1C(=O)NCc1ccccc1	1.9
29	COC(=O)c1ccc(C23CC4(C2)[C@H](CN(C)[C@@H]4c2ccccc2)C3c2ccc(Cl)nc2)cc1 (some centres undefined)	0.2
30	NC(=O)CC(NC(=O)Cc1cccc2ccccc12)c1ccc(NCCc2cccc(F)c2)c([N+](=O)[O-])c1 (centres undefined)	-4.1
31	Cc1ccc(-c2csc3nc4cc(C(=O)NC5CCC(O)CC5)ccc4c(=O)n23)cc1 (centres undefined)	2.2
32	CCNC(=O)[C@H]1O[C@@H](n2cnc3c(N)nc(NCCc4ccc(CCC(=O)O)cc4)nc32)[C@H](O)[C@@H]1O	1.3
33	O=C(Nc1cccnc1N1CCOCC1)c1cc2ccccc2oc1=O	0.6
34	COc1cc(OC)c2c(C)cc(=O)oc2c1C(CCN1CCOCC1)c1ccc(N(C)C)cc1 (centres undefined)	-0.4
35	COCCN1C(=O)N(C)[C@@H](c2ccccc2)C(C(C)=O)=C1C	2.4
36	FC(F)(F)c1cc(CCN2C(=S)NC[C@@H]2c2ccccc2)cc(C(F)(F)F)c1	-1.2
37	CCCn1c(=O)c(C(=O)Nc2nnc(CC)s2)c(O)c2ccccc21	-0.9
38	NC(=O)CC(NC(=O)c1ccccc1)c1ccc(NCc2ccc(F)cc2)c([N+](=O)[O-])c1 (centres undefined)	-4.1
39	COCCNC(=O)C1CC2Cn3c(nc4cc5ccccc5cc43)C2N1C (centres undefined)	0.9
40	CC(C)NCC(O)c1cc(O)cc(O)c1 (centres undefined)	4.9
41	C=C1CCN([C@@H](C)C(=O)OCc2ccc(C)cc2)S(=O)(=O)c2ccccc21	-0.9
42	COc1cccc(C(=O)Nc2nnc(-c3ccc(F)cc3)o2)c1	2.7
43	COC(=O)c1ccc(CSc2nnc3n(Cc4ccccc4OC)c(=O)c4ccccc4n23)o1	1.6
44	Cn1c(=O)c2c(nc(NCc3ccco3)n2C/C=C/c2ccccc2)n(C)c1=O	-2.4
45	CCOc1ccc(N2CCn3c2nc2c3c(=O)n(CCc3ccccc3)c(=O)n2C)cc1	2.4
46	CC1(OC(=O)CCc2ccccc2)C(=O)C=C2C=C(c3ccc(C#N)cc3)N(C(CO)CO)C=C2C1=O (centres undefined)	6.2
47	Cc1nc(-c2ccc(Cl)cc2)sc1C1(C)CC(c2c(Cl)cccc2Cl)=NO1 (centres undefined)	1.9
48	O=C(NCCO)c1ccc2c3n(nc2c1)-c1ccc(Cl)cc1CO3	1.7
49	COC(C[C@@H](O)[C@H](C)[C@@H](O)COCc1ccccc1)OC	0.5
50	C#CC(C)OC(=O)C(C)NC(=O)c1ccccc1 (centres undefined)	0.7

Continuation:
nr	SMILES	Runt-CBFb FRET
51	CCOC(=O)c1ccc(NC(=O)c2c(O)c3ccccc3n(C)c2=O)cc1	-2.3
52	COc1c2c(c(C)c3c1C(=O)OC3)O[C@@]1(C)CC[C@@]3(O)C(C)(C)OC(=O)CC[C@]3(C)[C@H]1C2	-0.4
53	C=C(C)C(=O)N1CC2(CC(c3cccc(NC(=O)CC(c4ccccc4)c4ccccc4)c3)=NO2)C[C@H]1C(N)=O (some centres undefined)	3.8
54	COc1ccccc1OCCSc1nnnn1-c1ccc(C)cc1	0.0
55	COC/C=C/C1=CC2=CC(=O)C(C)(OC(=O)c3cnc4ccccc4n3)C(=O)C2=CN1CCCCO (centres undefined)	-0.3
56	CC1CN(c2ccc(Oc3ccccc3)cc2)c2nc3c(c(=O)n(CC(N)=O)c(=O)n3C)n2C1 (centres undefined)	-2.1
57	O=C(CCc1ccc(O)cc1)c1c(O)cc(O)cc1O	1.4
58	CC(C)[C@H]1C=C(C(=O)O)O[C@@H](OCc2ccc(CO)cc2)C1	1.9
59	Cc1ccc(/C(=C\CN2CCCC2)c2ccccn2)cc1	0.3
60	COC(=O)CCC(=O)OC1(C)C(=O)C=C2C=C(C3CC3)N(CCc3c[nH]c4ccccc34)C=C2C1=O (centres undefined)	5.5
61	O=C(CSc1nnc(-c2cccs2)o1)OCc1ccccc1	-1.4
62	C[C@@H]1CC=C[C@H]2[C@H]1C(=O)N(Cc1ccccc1)[C@H]2c1ccc2ccccc2c1/C=C/c1ccccc1	1.2
63	Cc1ccc(-c2nn3c(-c4cccc(Cl)c4)nnc3s2)cc1	-2.5
64	FC(F)(F)c1ccc(CN2C[C@@H]3C(c4ccccc4)C4(c5cccnc5)CC3(C4)[C@H]2c2ccccc2)cc1 (some centres undefined)	-0.7
65	CCCCN1C(=O)C(=O)NC[C@@H]1C(C)CC (some centres undefined)	2.1
66	N#Cc1nc(-c2ccccc2F)oc1NCCc1ccccn1	-0.4
67	COc1cc(NC(=O)c2cnc(N)o2)cc(C(=O)Nc2cccc(C(F)(F)F)c2)c1	0.0
68	CCC(CC)C(=O)Nc1cc(C)c2c(=O)oc3ccccc3c2n1	-4.5
69	CCc1ccc(S(=O)(=O)Nc2ccc(O)c3c(=O)cc(-c4ccccc4Cl)oc23)cc1	1.5
70	COC(=O)[C@@H]1C[C@@H]2CC[C@@H](O)C[C@@H]2N1Cc1ccc(C(F)(F)F)cc1	-0.3
71	CN1C[C@@H]2C(c3ccc(Cl)nc3)C3(c4ccccc4)CC2(C3)[C@H]1c1ccccc1 (some centres undefined)	2.6
72	COc1ccc(C(CC(=O)N2CCN(c3ccccc3)CC2)c2c(OC)cc(OC)c3ccc(=O)oc23)cc1 (centres undefined)	2.4
73	COC(=O)c1cccc(NC(=O)Cn2cnc3c2c(=O)n(C)c(=O)n3C)c1	-0.6
74	CC(C)(C)OC(=O)NCCCC[C@H](NC(=O)c1nc[nH]c1C(=O)N1CCc2ccccc2C1)C(=O)OC(C)(C)C	-1.0
75	CC1(C)[C@@H](O)CC[C@]2(C)C3C(O)C=C4[C@H]5C[C@@](C)(CO)CC[C@]5(C)CC[C@]4(C)[C@]3(C)CC[C@@H]12 (some centres undefined)	-2.7
76	CC(C)=CCc1c(O)cc2oc3c(CC=C(C)C)c(O)c(O)c(CC=C(C)C)c3c(=O)c2c1O	-1.6
77	CCC1=C2CC[C@H]3C(=O)N(C)C(=O)[C@H]3[C@H]2[C@@]2(Cc3ccccc3)C(=NCC(=O)OC)OC(=O)N2C1=O	1.2
78	C/C=C\C=C/C(=O)Nc1cccc(C2=NOC3(C2)C[C@@H](C(N)=O)N(C(=O)/C=C/C=C\C)C3)c1 (some centres undefined)	15.1
79	Cc1nc(C(=O)Nc2ccc(Cl)cc2)sc1C1(C)CC(c2ccccc2)=NO1 (centres undefined)	1.9
80	COc1ccc2ccc(=O)oc2c1CC(O)C(C)(C)O (centres undefined)	3.2
81	O=C(c1ccc2c3n(nc2c1)-c1ccc(Cl)cc1CO3)N1CCOCC1	0.5
82	CCCN1CCC(=O)N([C@H](CSc2ccc(C)cc2)Cc2ccccc2)CC1	0.2
83	O=C(NCCCCc1ccccc1)C1CC(c2cc(C(F)(F)F)cc(C(F)(F)F)c2)=NO1 (centres undefined)	-5.8
84	COc1ccc(C2/C=C\CN(C(=O)Oc3ccccc3)CC(=O)N2Cc2ccc(F)cc2)cc1 (centres undefined)	0.2
85	COc1cc(C(CC(=O)N2CCCC2)c2c(OC)cc(OC)c3ccc(=O)oc23)cc(OC)c1OC (centres undefined)	10.5
86	COc1cc(-c2nc(-c3ccc(C)nc3OC)no2)cc(OC)c1OC	0.9
87	CCN(C(=O)CN1CCCc2ccccc21)c1c(N)n(Cc2ccccc2)c(=O)[nH]c1=O	4.4
88	Cc1nc(N2CCN(c3ccccc3)CC2)c2c3c(sc2n1)CCC3	-2.9
89	CCC1=C2CC[C@H]3C(=O)N(c4ccccc4)C(=O)[C@H]3[C@H]2[C@@]2(C)C(=NCc3ccccc3)OC(=O)N2C1=O	1.4
90	O=C(NCc1ccccc1)c1onc(CSc2ccccn2)c1C(=O)NCc1ccccc1	0.9
91	Cc1ccc(SC[C@H](c2ccccc2)N2CCN(C)CCC2=O)cc1	-0.2
92	C/C=C(/C)C(=O)O[C@@H]1c2cc3c(c(OC)c2-c2c(cc(OC)c(OC)c2OC)[C@@H](OC(C)=O)[C@@H](C)[C@H]1C)OCO3	-2.2
93	Cc1ccc(-n2nc(C)c(C3C(C#N)=C(N)OC4=C3C(=O)CCC4)c2Cl)cc1 (centres undefined)	-2.3
94	C=C1CCN([C@H](C(=O)NCc2ccc(Cl)cc2)C(C)C)S(=O)(=O)c2ccccc21	0.5
95	CC(C)C[C@H](NC(=O)c1[nH]cnc1C(=O)Nc1ccccc1)C(=O)OC(C)(C)C	-1.9
96	NC(=O)CC(NC(=O)Cc1cccc2ccccc12)c1ccc(NCCc2ccc(F)cc2)c([N+](=O)[O-])c1 (centres undefined)	-7.0
97	CCn1cc(C(=O)NCc2ccccc2OC)c(=O)c2ccc(C)nc21	-0.5
98	C=C(C)C(=O)Nc1cccc(C2=NOC3(C2)C[C@H](C(N)=O)N(C(=O)C(c2ccccc2)c2ccccc2)C3)c1 (some centres undefined)	1.4
99	COc1ccc(-c2ccc([C@H]3[C@@H]4C=CCC[C@@]4(C)C(=O)N3Cc3ccccc3)c(F)c2)cc1OC	-0.3
100	Cc1ccc(F)c([C@H]2C3C=CCC(c4ccccc4)C3C(=O)N2Cc2ccccc2)c1 (some centres undefined)	3.8
101	CNC(=O)c1cc2c(=O)n3cc(C)ccc3nc2n(Cc2ccco2)c1=N	88.1*

Among those listed so far, these have an NH in an aromatic ring:
nr	SMILES	Runt-CBFb FRET
3	CCOC(=O)c1ccc(NC(=O)c2nc[nH]c2C(=O)N2CCC(C)CC2)cc1	-0.7
60	COC(=O)CCC(=O)OC1(C)C(=O)C=C2C=C(C3CC3)N(CCc3c[nH]c4ccccc34)C=C2C1=O (centres undefined)	5.5
74	CC(C)(C)OC(=O)NCCCC[C@H](NC(=O)c1nc[nH]c1C(=O)N1CCc2ccccc2C1)C(=O)OC(C)(C)C	-1.0
87	CCN(C(=O)CN1CCCc2ccccc21)c1c(N)n(Cc2ccccc2)c(=O)[nH]c1=O	4.4
95	CC(C)C[C@H](NC(=O)c1[nH]cnc1C(=O)Nc1ccccc1)C(=O)OC(C)(C)C	-1.9
